# High-throughput results from PubChem BioAssay.
# MEP2-GFP yeast – yeast TOR pathway MEP2-GFP modulation | GFP response vs DMSO, % at 10 µM | AID 2016 | hit rate 0.51% among 330,000 | S. cerevisiae MEP2-GFP strain, flow cytometry GFP, 3 h; 100% = DMSO control level;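 active = GFP response versus DMSO above a set limit, roughly screen mean plus 3 SD, cut at about 180% in these data; inconclusive = fewer than 70 cells counted for a yeast strain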;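 note: median GFP fluorescence of the barcode-gated MEP2-GFP cells per well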
# RPL19A-GFP yeast – alters RPL19A-GFP fluorescence in TOR pathway yeast screen | hit rate 0.3% among 330,000 | S. cerevisiae RPL19A-GFP strain, flow cytometry, 3 h; active compounds read low | percent response vs DMSO, % at 10 µM;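 active = percent response vs DMSO below 50%; inconclusive = fewer than 70 events counted for the yeast strain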;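 note: median channel GFP fluorescence of the barcoded RPL19A-GFP strain; ratio of sample median GFP to plate DMSO average so 100% = DMSO; lower means less RPL19A-GFP as with rapamycin TOR inhibition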
# CR mimetic SO – yeast age-related superoxide inhibition as caloric restriction mimetic. S. cerevisiae aged cells, superoxide DHE fluorescence; active compounds read low. superoxide response (% of plate mean), % at 10 µM. hit rate 0.18% among 330,000. AID 2690;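 active = superoxide response under a set limit, about three screen SD below normal, cut at about 65% in these data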;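 note: yeast aged for seven days with compound at 30 °C before DHE staining; 100% = average MFI of all compound-treated wells on the plate with controls excluded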
# AHR activator – activators of human aryl hydrocarbon receptor; AID 2796; AHR-responsive luciferase reporter cells, luminescence; P35869; activation, % at 5 µM; hit rate 2.5% among 320,000; in the data active = activation above about 47%;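 note: 0% = vehicle wells and 100% = reference agonist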
# Target sequence (P35869 whole entry, looked up): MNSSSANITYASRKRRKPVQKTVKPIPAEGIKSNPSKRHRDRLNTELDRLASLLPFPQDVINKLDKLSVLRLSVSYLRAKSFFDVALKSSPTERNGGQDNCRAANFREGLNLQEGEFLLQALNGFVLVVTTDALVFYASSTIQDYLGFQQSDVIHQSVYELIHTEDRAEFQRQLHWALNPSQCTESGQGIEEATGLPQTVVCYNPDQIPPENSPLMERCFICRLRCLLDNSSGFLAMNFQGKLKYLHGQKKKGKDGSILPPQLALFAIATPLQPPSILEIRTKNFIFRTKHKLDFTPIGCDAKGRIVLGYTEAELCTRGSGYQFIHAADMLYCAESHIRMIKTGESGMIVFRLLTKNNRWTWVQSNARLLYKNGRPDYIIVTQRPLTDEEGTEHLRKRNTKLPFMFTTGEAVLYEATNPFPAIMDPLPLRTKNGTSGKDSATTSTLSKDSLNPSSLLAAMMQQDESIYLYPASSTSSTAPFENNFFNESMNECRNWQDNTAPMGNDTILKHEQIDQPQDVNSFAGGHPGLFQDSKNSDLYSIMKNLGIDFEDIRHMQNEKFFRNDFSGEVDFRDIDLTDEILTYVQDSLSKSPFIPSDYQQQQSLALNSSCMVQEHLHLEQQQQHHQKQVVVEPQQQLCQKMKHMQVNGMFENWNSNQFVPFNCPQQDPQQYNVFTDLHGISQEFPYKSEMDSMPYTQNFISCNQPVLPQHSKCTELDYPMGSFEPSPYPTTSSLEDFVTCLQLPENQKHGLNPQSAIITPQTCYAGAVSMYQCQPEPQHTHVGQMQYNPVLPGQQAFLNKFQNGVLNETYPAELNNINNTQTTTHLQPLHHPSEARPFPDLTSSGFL
# CIT2 TOR yeast – alters CIT2-GFP fluorescence in TOR pathway yeast screen. S. cerevisiae CIT2-GFP strain, flow cytometry, 3 h; 100 means same as DMSO wells. GFP response vs DMSO, % at 10 µM. hit rate 0.065% among 320,000. AID 2029;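 active = GFP response relative to DMSO above a set limit, near the screen mean plus 3 SD, cut at about 150% in these data; inconclusive = Fewer than 70 cells measured for a yeast strain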;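 note: ratio of well median GFP fluorescence to mean of DMSO wells on the plate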
# Efflux pump inh – blocks antifungal efflux pumps in multiplex yeast assay; S. cerevisiae Candida pump triplex, Nile Red efflux; inhibition, % at 10 µM; hit rate 0.44% among 330,000;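 active = plate passing quality check with inhibition over a set limit, or well fluorescence over plate mean plus 4 SD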;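 note: Nile Red retained in pooled yeast measured as flow cytometry median fluorescence; 0% = buffer negative control and 100% = Enniatin B positive control; higher means more Nile Red kept so more efflux inhibition; some compounds called inactive have numbers as strong as hits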
# LAP4-GFP MLPCN – yeast TOR pathway LAP4-GFP modulation. S. cerevisiae LAP4-GFP multiplex, flow cytometry GFP, 3 h; median GFP as percent of DMSO wells. GFP response vs DMSO, % at 10 µM. hit rate 0.34% among 320,000. AID 2023;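 active = GFP response vs DMSO above a set limit, about the screen mean plus 3 SD, cut at about 150% in these data; inconclusive = under 70 cell events counted for the yeast strain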
# AGP1 TOR yeast – alters AGP1-GFP fluorescence in TOR pathway yeast screen; AID 2066; S. cerevisiae AGP1-GFP multiplex flow cytometry, 3 h; GFP as percent of DMSO wells; GFP response vs DMSO, % at 10 µM; hit rate 0.02% among 320,000;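 active = GFP response relative to DMSO above a set limit, near screen average plus 3 SD, cut at about 150% in these data; inconclusive = fewer than 70 cells counted for the yeast strain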;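 note: median GFP channel fluorescence of the gated AGP1 strain per well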
# * hit, by the source's call; ? = inconclusive; . = no result given; & = joins results of further samples.
No.	Compound	AHR activator	Efflux pump inh	CR mimetic SO	MEP2-GFP yeast	CIT2 TOR yeast	AGP1 TOR yeast	LAP4-GFP MLPCN	RPL19A-GFP yeast
1	CC(=O)C1C2c3ccccc3OC1(C)N=c1s/c(=C/c3cn(C)nc3C)c(=O)n12 (stereo not drawn)	2	-0.2	108	104	101	100	123	100
2	COC(=O)C1=C(c2cccc(OCc3ccccc3)c2)C[C@@H]2CC[C@H]1N2C(=O)NCc1cc(C)oc1C(F)(F)F	-1	-0.2	119	93	106	102	102	101
3	CCN(CC)c1ccc(N=Cc2c(O)n(CCC3=CCCCC3)c(=O)[nH]c2=O)cc1	2	0.3	108	104	101	98	99	101
4	Cc1ccc(-c2cc(-c3ccc(C)cc3)[n+](C)o2)cc1	-1	-0.1	72	99	93	94	93	94
5	CCN1C[C@@]2(COC)C3[C@@H](OC)[C@H]4[C@@H]1[C@@]3(C1C[C@H]3[C@H](O)C1[C@]4(O)C[C@H]3OC)[C@@H](OC)C[C@H]2O (stereo partly drawn)	0	0.3	103	100	95	103	104	97
6	CC(C)(CN)CC(=O)O	0	0.1	96	101	110	105	105	98
7	CCOC(=O)N1CCN(C(C)C(=O)c2c[nH]c3ccccc23)CC1 (stereo not drawn)	15	-0.2	94	116	100	95	97	94
8	Cc1ccc(-c2nc(N(C)C3CCN(C)CC3)c3ccccc3n2)cc1	25	-0.1	107	100	93	97	95	96
9	NC(=O)OCCCc1ccccc1	-3	0.0	109	97	76	84	105	99
10	COc1ccc(C[C@H]2NC[C@H](O)[C@H]2OC(C)=O)cc1	-12	-0.1	92	95	75	87	105	99
11	Cc1ccc(NC(=S)NCCc2cnc[nH]2)cc1C	11	0.3	92	97	96	93	91	96
12	COc1cc(OC)c(OC)cc1CNC(C)C(O)c1ccccc1 (stereo not drawn)	-1	0.0	76	100	98	97	94	96
13	COc1ccc(-c2csc(NC(=O)COC(=O)Cc3ccccc3)n2)cc1OC	10	0.3	110	106	99	96	91	103
14	COc1cccc(C(=O)C2CCCN(Cc3ccccn3)C2)c1 (stereo not drawn)	7	0.1	93	108	105	103	99	102
15	O=P1(NCc2ccco2)COc2ccccc2OC1	1	0.0	107	106	105	104	100	103
16	O=c1[nH]c(=O)n(-c2cccc(Cl)c2)c(O)c1C=NCCCN1CCOCC1	1	0.0	101	93	96	95	96	94
17	CCC(C)C12CN3CCN(CC(C)(C3)C1=O)C2 (stereo not drawn)	-1	-0.1	87	92	87	96	98	93
18	O=C(c1ccc(CNS(=O)(=O)c2ccc(Br)cc2)cc1)N1CCC2(CC1)OCCO2	0	0.1	92	113	107	111	105	105
19	Cc1[nH]c2ccccc2c1C(=O)CN1CC=C(c2ccccc2)CC1	4	0.0	119	100	101	100	95	101
20	CCC(=NCCc1c[nH]c2ccccc12)c1c(O)n(-c2ccc(C)cc2)c(=O)[nH]c1=O	9	0.3	96	101	89	96	96	95
21	CC12CN3CC(C)(CN(C1)C31CCOCC1)C2=O	-2	-0.2	97	103	112	108	105	103
22	CN(C)C(=S)SSC(=S)N(C)C	-1	0.0	89	92	71	76	201*	94
23	C(CCc1nn[nH]n1)CCc1nn[nH]n1	-3	0.1	105	97	98	98	89	102
24	CCOc1cc2c(cc1OCC)-n1cccc1C(c1cc(OC)ccc1F)NC2 (stereo not drawn)	-1	0.1	103	108	117	104	103	104
25	O=C1NC(=O)C(C(CC(=O)c2ccccc2)c2ccccc2)C(=O)N1 (stereo not drawn)	-2	0.1	88	92	98	99	99	93
26	CCOP(=O)(OCC)c1cccc(O)c1	0	0.0	108	110	104	99	88	104
27	C[N+](C)(C)CC(=O)Nc1ccc(Cl)cc1C(=O)c1ccccc1	1	0.0	109	100	99	97	95	100
28	O=c1[nH]c(=S)n(Cc2ccc(F)cc2)c(O)c1/C=N/N1CCCCC1	6	-0.5	107	99	101	96	90	99
29	COP(=S)(OC)c1c(C)nn(CCC#N)c1NC(=O)c1ccc(Cl)cc1	5	0.0	87	108	97	100	94	106
30	COc1c(C)cc(C(=O)C2CCCN(Cc3cccc(C)n3)C2)cc1C (stereo not drawn)	11	0.0	94	99	103	102	91	106

# Laid out differently: results already given.
# Results follow in this order: AHR activator, Efflux pump inh, CR mimetic SO, MEP2-GFP yeast, CIT2 TOR yeast, AGP1 TOR yeast, LAP4-GFP MLPCN, RPL19A-GFP yeast
16) O=c1[nH]c(=O)n(-c2cccc(Cl)c2)c(O)c1C=NCCCN1CCOCC1
  1, 0.0, 101, 93, 96, 95, 96, 94
17) CCC(C)C12CN3CCN(CC(C)(C3)C1=O)C2 (stereo not drawn)
  -1, -0.1, 87, 92, 87, 96, 98, 93
18) O=C(c1ccc(CNS(=O)(=O)c2ccc(Br)cc2)cc1)N1CCC2(CC1)OCCO2
  0, 0.1, 92, 113, 107, 111, 105, 105
19) Cc1[nH]c2ccccc2c1C(=O)CN1CC=C(c2ccccc2)CC1
  4, 0.0, 119, 100, 101, 100, 95, 101
20) CCC(=NCCc1c[nH]c2ccccc12)c1c(O)n(-c2ccc(C)cc2)c(=O)[nH]c1=O
  9, 0.3, 96, 101, 89, 96, 96, 95
21) CC12CN3CC(C)(CN(C1)C31CCOCC1)C2=O
  -2, -0.2, 97, 103, 112, 108, 105, 103
22) CN(C)C(=S)SSC(=S)N(C)C
  -1, 0.0, 89, 92, 71, 76, 201*, 94
23) C(CCc1nn[nH]n1)CCc1nn[nH]n1
  -3, 0.1, 105, 97, 98, 98, 89, 102
24) CCOc1cc2c(cc1OCC)-n1cccc1C(c1cc(OC)ccc1F)NC2 (stereo not drawn)
  -1, 0.1, 103, 108, 117, 104, 103, 104
25) O=C1NC(=O)C(C(CC(=O)c2ccccc2)c2ccccc2)C(=O)N1 (stereo not drawn)
  -2, 0.1, 88, 92, 98, 99, 99, 93
26) CCOP(=O)(OCC)c1cccc(O)c1
  0, 0.0, 108, 110, 104, 99, 88, 104
27) C[N+](C)(C)CC(=O)Nc1ccc(Cl)cc1C(=O)c1ccccc1
  1, 0.0, 109, 100, 99, 97, 95, 100
28) O=c1[nH]c(=S)n(Cc2ccc(F)cc2)c(O)c1/C=N/N1CCCCC1
  6, -0.5, 107, 99, 101, 96, 90, 99
29) COP(=S)(OC)c1c(C)nn(CCC#N)c1NC(=O)c1ccc(Cl)cc1
  5, 0.0, 87, 108, 97, 100, 94, 106
30) COc1c(C)cc(C(=O)C2CCCN(Cc3cccc(C)n3)C2)cc1C (stereo not drawn)
  11, 0.0, 94, 99, 103, 102, 91, 106

# (continued)
No.	Compound	AHR activator	Efflux pump inh	CR mimetic SO	MEP2-GFP yeast	CIT2 TOR yeast	AGP1 TOR yeast	LAP4-GFP MLPCN	RPL19A-GFP yeast
31	O=C(C1CCC(=O)N1C1CCCCC1)N1CCC2(CC1)OCCO2 (stereo not drawn)	0	0.0	96	103	94	106	99	99
32	CCS(=O)(=O)Nc1cccc(C(=C2CCCCC2)c2cnc[nH]2)c1	58*	-0.1	100	102	85	88	125	103
33	O=c1[nH]c(=S)n(-c2ccccc2)c(O)c1/C=N/N1CCCCC1c1cccnc1 (stereo not drawn)	9	0.0	78	93	102	90	94	98
34	C=CCn1c(O)c(/C=N/N2CCCCC2)c(=O)[nH]c1=O	1	0.0	102	101	91	102	104	94
35	CCCC[n+]1cc(=N)o[n-]1	-2	-0.1	102	97	105	104	102	99
36	CCn1ccnc1CN1CCCC(C(=O)c2cc(Cl)ccc2OC)C1 (stereo not drawn)	19	0.1	97	97	97	94	103	96
37	CC(=O)Nc1ccc(CC(=O)N2CCN(Cc3ccccc3)CC2)cc1	0	-0.1	136	89	94	97	97	89
38	CC(C)=CCN1CC[C@@]2(C)c3cc(O)ccc3CC1C2C (stereo partly drawn)	-1	0.1	94	93	85	89	93	90
39	CCCCCCC(=O)N/N=C/c1c(O)n(CCc2ccccc2)c(=O)[nH]c1=O	4	0.0	95	94	101	107	94	97
40	N=C1c2ccccc2CN1c1ncccn1	4	0.0	95	98	106	104	111	98
41	Cc1cc(OCC(=O)NC2CCS(=O)(=O)C2)c2c3c(c(=O)oc2c1)CCC3 (stereo not drawn)	-1	0.1	106	96	89	100	96	95
42	CCC(C)n1c(O)c(C=Nc2cccc(C(F)(F)F)c2)c(=O)[nH]c1=S (stereo not drawn)	2	-0.2	94	109	107	111	128	95
43	COc1ccc(-c2cc(=Nc3cccc(C(=O)O)c3)c3cc(C)ccc3o2)cc1	-4	0.0	105	113	95	106	118	101
44	Cc1ccsc1C(=O)C1CCCN(Cc2cccc(-n3cccn3)c2)C1 (stereo not drawn)	0	-0.3	94	97	106	101	105	98
45	O=C1C2CCCC1C(N1CCCCC1)CC2 (stereo not drawn)	.	-0.1	106	105	105	108	99	105
46	Cc1cc(/C=C2\C(=O)NC(=O)N(Cc3ccccc3Cl)C2=O)c(C)n1-c1ccc(C(=O)O)cc1	-1	0.1	113	99	94	103	100	95
47	Cc1ccc(-c2ccc(=O)n(CC(=O)N3CCC4(CC3)OCCO4)n2)cc1	0	-0.1	97	105	95	98	90	96
48	Oc1ccc(C2NCc3ccccc3-n3cccc32)cc1Cl (stereo not drawn)	3&3	0.2&-0.2	95&93	100&125	98&120	97&108	89&109	97&102
49	COC(=O)C1=C(c2cccc(C#N)c2)C[C@@H]2CC[C@H]1N2C(=O)N1CCCC1	0	-0.2	103	106	110	111	112	107
50	CN1CC=C(/C=C/c2ccc(-c3ccccc3)cc2)CC1	-2	0.5	97	102	85	86	106	102
51	COC(=O)C1=C(c2ccccc2)C[C@@H]2CC[C@H]1N2C(=O)N1CCCCC1	-2	0.2	94	92	88	89	128	98
52	Cc1ccc(-n2c(C)nc3ccccc3c2=O)cc1C	3	0.0	95	105	104	102	90	108
53	CCCCn1c(O)c(C(CC)=NCCc2ccccc2)c(=O)[nH]c1=O	0	0.0	105	?	74	.	?	80
54	COc1ccc(OCC(=O)N2CCN(C/C=C/c3ccccc3)CC2)cc1	4	0.0	69	104	101	100	93	104
55	COc1cc(C(=S)N2CCOCC2)cc(OC)c1OC(=O)Cc1ccccc1	2	0.1	131	93	84	90	88	93
56	OCCN(CC#CC(O)(c1ccccc1)C1CCCC1)CCO (stereo not drawn)	-1	0.0	103	108	107	106	101	110
57	Cc1ccc(OCC(=O)N2CCN(Cc3cccnc3)CC2)cc1	2	-0.1	76	111	116	101	101	102
58	O=C(NCCN1CCCCC1)c1ccc(Cl)nc1Cl	1	-0.2	103	95	98	92	90	99
59	Cc1ccc(-c2nc3ccccc3c(=O)n2-n2cccc2)cc1	42	0.0	85	96	106	97	97	97
60	COc1ccccc1CC1C(=O)C2CCN1CC2 (stereo not drawn)	0	-0.1	97	106	105	108	109	101
61	COc1ccc(-c2nn(CCC#N)cc2C(=O)NCc2ccccc2)cc1[N+](=O)[O-]	.	0.0	101	111	106	102	97	108
62	COc1cccc(-n2c(O)c(C=NCCN3CCOCC3)c(=O)[nH]c2=O)c1	1	-0.1	94	105	105	101	103	100
63	CSc1nnc(OC(=O)N(C)C)n1-c1ccc(Cl)cc1	-1	0.0	116	97	99	102	110	98
64	Cc1ccc(-c2nn(Cc3ccccc3)cc2C=O)cc1	35	-0.2	94	100	90	101	107	102
65	O=[N+]([O-])c1cc(F)c(N2CCCC2)cc1N1CCNCC1	4	0.0	95	100	103	97	87	102

# These rows are one share of the data (hit frequency here may not be typical).
